Assay outcomes: PubChem BioAssay, several laboratories
PLK1 kinase inh – inhibitors of human PLK1 kinase | P53350 | recombinant PLK1 kinase, TR-FRET peptide phosphorylation | inhibition, % at 10 µM | actives 0.53% (n = 97,000) | AID 619;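 active = inhibition of 50% or more in the single-concentration screen; inactive = inhibition below 50%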;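 also: 0% = DMSO max control and 100% = H-89 dihydrochloride min control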
S1P2 blocker – blocks the human S1P2 receptor; cell-based S1P2 antagonist assay, inhibition at 5 uM; actives 0.21% (n = 97,000); inhibition, % at 5 µM; in the data active = inhibition above about 45%;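 also: CRE beta-lactamase reporter cells expressing human S1P2 stimulated with S1P; 0% = agonist at EC80 alone and 100% = agonist plus reference antagonist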
S1P2 agonist – activates the human S1P2 receptor; S1P2-expressing cell line, agonist reporter read-out; activation, % at 4.5 µM; actives 0.46% (n = 97,000); AID 729; O95136; in the data active = activation above about 16%;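 also: 0% = vehicle low control and 100% = maximal reference agonist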
EphB4 ephrin blk – antagonists of human EphB4-ephrin-B2 interaction. P54760. EphB4 LBD / TNYL-RAW-Alexa532 peptide, fluorescence polarization. inhibition, % at 7 µM. actives 0.15% (n = 97,000). AID 720;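 active = inhibition above the screen-wide mean inhibition plus 3 SD, cut at about 15% in these data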;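 also: 0% = DMSO wells and 100% = excess unlabeled TNYL-RAW peptide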
PLAP act – activates human placental alkaline phosphatase; P05187; purified PLAP enzyme, luminescent substrate read-out; hits give high values; activation fold at 20 µM; actives 1.2% (n = 96,000); AID 696; in the data active = activation fold above about 2
FAK blocker – blocks human focal adhesion kinase activity | actives 0.84% (n = 97,000) | biochemical FAK kinase activity assay | inhibition, %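 (tested at 7 µM)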; in the data active = inhibition above about 19%;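 also: 0% = DMSO and 100% = reference compound high control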
Target sequence (Q05397 whole entry, looked up): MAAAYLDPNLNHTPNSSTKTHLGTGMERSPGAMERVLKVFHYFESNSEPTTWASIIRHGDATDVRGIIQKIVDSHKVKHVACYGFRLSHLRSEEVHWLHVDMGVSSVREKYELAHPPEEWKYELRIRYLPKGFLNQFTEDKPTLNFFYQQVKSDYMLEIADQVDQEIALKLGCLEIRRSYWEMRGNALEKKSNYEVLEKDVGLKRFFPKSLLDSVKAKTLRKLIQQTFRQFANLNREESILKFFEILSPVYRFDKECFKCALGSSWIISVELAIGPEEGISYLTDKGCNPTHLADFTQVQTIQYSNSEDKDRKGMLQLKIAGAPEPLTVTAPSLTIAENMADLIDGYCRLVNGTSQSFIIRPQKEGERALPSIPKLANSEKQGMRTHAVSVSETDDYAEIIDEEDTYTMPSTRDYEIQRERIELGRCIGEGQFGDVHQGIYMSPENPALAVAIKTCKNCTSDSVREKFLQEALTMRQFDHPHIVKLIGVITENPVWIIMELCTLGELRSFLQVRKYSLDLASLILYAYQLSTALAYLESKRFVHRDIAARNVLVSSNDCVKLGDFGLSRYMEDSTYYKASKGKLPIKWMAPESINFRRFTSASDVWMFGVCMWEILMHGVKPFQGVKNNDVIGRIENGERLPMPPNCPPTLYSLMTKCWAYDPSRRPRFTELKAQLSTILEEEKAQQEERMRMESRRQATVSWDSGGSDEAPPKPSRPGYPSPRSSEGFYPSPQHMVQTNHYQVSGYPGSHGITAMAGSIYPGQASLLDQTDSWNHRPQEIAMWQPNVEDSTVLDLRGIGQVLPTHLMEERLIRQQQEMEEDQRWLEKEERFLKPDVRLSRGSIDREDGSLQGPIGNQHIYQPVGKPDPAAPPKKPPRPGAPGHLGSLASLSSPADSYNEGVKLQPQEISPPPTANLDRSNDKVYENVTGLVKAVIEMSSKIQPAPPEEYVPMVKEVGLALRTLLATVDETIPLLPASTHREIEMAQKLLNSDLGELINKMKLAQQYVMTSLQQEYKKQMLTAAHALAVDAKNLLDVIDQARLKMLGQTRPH
Rev-RRE block – HIV Rev-RRE protein-RNA interaction inhibition; Rev peptide-RRE RNA binding, FRET; AID 704; inhibition, % at 8 µM; P05866; actives 0.79% (n = 97,000);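 active = inhibition above the screen-wide mean plus 3 SD, cut at about 35% in these data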;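 also: 0% = median DMSO wells and 100% = median Neomycin B control wells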
Target sequence (P05866 whole entry, looked up): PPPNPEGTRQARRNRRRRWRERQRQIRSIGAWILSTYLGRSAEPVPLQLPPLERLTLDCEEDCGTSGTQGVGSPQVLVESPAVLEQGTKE
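System: Cy5-labelled duplex RRE RNA binding fluorescein-labelled HIV Rev peptide; Signal: fluorescein-to-Cy5 FRET, 480 nm excitation; Also added: labelled Rev peptide; Compound: one concentration, 8 µM nominal; Buffer or medium: HEPES pH 7.5 salt buffer with EDTA; Read-out: % inhibition of FRET ratio versus controls; Schedule: 5 min preincubation and 15 min binding, 25 °C.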
MT1-MMP txn act – MT1-MMP promoter transcription activation; HT1080 MT1-MMP promoter luciferase reporter, luminescence, overnight; hits give high values; activation factor at 10 µM; actives 0.16% (n = 86,000);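 active = activation factor of at least 2 for MT1-MMP transcription at 10 µM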
PLK1 PBD inh – inhibitors of human Plk1 polo box domain binding. P53350. Plk1 PBD phosphopeptide binding, fluorescence polarization. inhibition, %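 (tested at about 20 µM)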. actives 0.13% (n = 97,000). AID 693; in the data active = inhibition above about 34%, passing the limit was not always enough
The depositor's hits bear a star; nt = no result given; & = joins results of further samples. Hits appear at their usual frequency (roughly 3.9% active in at least one column).

PLK1 kinase inh | S1P2 blocker | S1P2 agonist | EphB4 ephrin blk | PLAP act | FAK blocker | Rev-RRE block | MT1-MMP txn act | PLK1 PBD inh | Compound
-12 | 5 | -5 | 1 | 1.5 | 0 | 6 | 1.4 | -9 | Cc1cc(C)c2nc(N3CCCC(C(=O)NCCCN4CCOCC4)C3)sc2c1 (stereo unspecified)
-5 | 13 | -3 | -8 | 0.9 | -5 | 0 | nt | 0 | Cc1ccc(-n2nc(C(=O)N/N=C/c3cccc(C(F)(F)F)c3)c3ccccc3c2=O)cc1C
-6 | 8 | 0 | -3 | 0.9 | -2 | 5 | 1.2 | -12 | CC(=O)N1CSCC1C(=O)O (stereo unspecified)
3 | 10 | 0 | 1 | 0.9 | 4 | -2 | nt | -16 | Cc1[nH]nc2oc(=O)c(CCO)c(C)c12
-3 | 11 | -8 | 2 | 1.8 | -1 | 3 | 1 | 7 | Cc1cc(C)nc(Sc2c(C)n[nH]c2C)n1
-14 | -4 | -8 | 1 | 0.9 | 1 | 8 | nt | 15 | Cc1ccc(CCNC(=O)C2CCN(S(=O)(=O)N3CCCC3)CC2)cc1
-5 | 10 | -3 | 2 | 0.9 | 4 | 6 | 1.3 | -45 | CC(=O)Nc1coc2ccc(Br)cc12
-33 | -15 | -3 | 6 | 1.3 | -1 | 9 | nt | -2 | COCCNS(=O)(=O)c1ccc2c(c1)C(=O)c1cc(S(=O)(=O)NCCOC)ccc1-2
-10 | 20 | -6 | 3 | 1 | -1 | 4 | nt | -14 | COc1ccc(C2=NN3C(=O)c4c(ccc(OC)c4OC)C3C2)cc1 (stereo unspecified)
-15 | 16 | -4 | -6 | 1 | -7 | 2 | 1.2 | -2 | Cn1c(=O)c(=O)n(C)c2cc(S(=O)(=O)N3CCOCC3)ccc21
-12 | -20 | -8 | 1 | nt | 1 | 26 | 1.3 | -6 | Cn1c(O)c(C2=c3ccccc3=NC2=O)sc1=Nc1ccc(Cl)cc1
-10 | 0 | -2 | 5 | 0.8 | 1 | 4 | 1.5 | 1 | O=C(OC1CCc2ccccc2C1=O)c1ccccc1O (stereo unspecified)
-17 | 0 | -4 | 1 | 0.9 | -1 | 8 | 1.1 | -16 | O=S(=O)(NCc1ccccc1)c1cccc2cccnc12
-8 | -17 | 1 | -1 | 1.7 | 2 | 20 | 1.2 | -29 | CCN1CCc2nc(NC(=O)C(c3ccccc3)c3ccccc3)sc2C1
2 | 2 | -2 | 4 | 0.9 | 0 | 9 | 1.1 | -18 | CCOc1ccc(NC(=O)CCN2CCN(c3ccccc3F)CC2)cc1
-8 | 22 | -9 | 8 | nt | 4 | 6 | 1.6 | 0 | Clc1ccc(Br)cc1-c1nc(-c2cccnc2)no1
9 | -5 | -2 | -5 | nt | 3 | -1 | 1.1 | 7 | CCc1c(O)cc2n(c1=O)-c1ccc(Cl)cc1C2(C)C
-8 | 10 | 0 | -1 | 1.2 | -1 | 3 | 1.1 | 35 | COc1ccc(-c2cc(=O)oc3cc(OCc4nn[nH]n4)ccc23)cc1
-6 | -15 | -5 | 9 | 1 | 15 | 4 | 1.2 | -18 | C=CCNc1sc(C(=O)c2ccccc2)c(N)c1C#N
-5 | -21 | 0 | 2 | 1.1 | -1 | 1 | 0.5 | -33 | CC(=O)c1ccc(Oc2cc(C)nc(-n3nc(C)cc3C)n2)cc1
-8 | -16 | -6 | 3 | nt | -3 | 21 | 1.4 | -11 | O=C(Nc1ccccc1)c1ccc(-c2ccc(Br)cc2)o1
-1 | -8 | -7 | 8 | 0.9 | 1 | 0 | nt | 5 | CCC(=O)N1CCN(c2ccc(OC)cc2[N+](=O)[O-])CC1
-4 | 11 | -8 | -1 | 1.7 | 0 | -2 | 1.1 | 3 | Cc1ccccc1-n1cnnc1SCC(=O)N1CCN(c2ccccc2)CC1
-1 | 4 | -9 | -1 | 1 | 10 | 20 | nt | 10 | Cc1ccc(C(=O)NNC(=O)CSc2nnc3c(n2)[nH]c2ccc(C)cc23)cc1
-15 | 16 | -1 | -6 | 0.7 | 2 | 8 | 1.9 | -17 | O=C(Nc1ccc2c(c1)OCCO2)c1cc2sccc2n1Cc1ccc(F)cc1
-2 | -13 | -6 | 2 | 0.6 | 1 | 19 | 1.1 | 10 | CCSc1nc(C2CC2)cc(-c2ccco2)c1C#N
-13 | -18 | 20* | 3 | 1.4 | 1 | -4 | 1.1 | -2 | c1ccc(-c2nc(N3CCNCC3)nc3ccccc23)cc1
-11&4 | 1&15 | -8&-5 | -3&-2 | 0.8&0.9 | -2&-5 | 5&19 | 1.1&1.1 | 11&-10 | O=C(O)Cn1c(O)c(C=Nc2ccccc2)sc1=S
-16 | -7 | -4 | 1 | 1 | 5 | 14 | 1.1 | 6 | COc1cccc(CSc2nnc(-c3ccc(F)cc3)o2)c1
-9 | -14 | -5 | 1 | nt | 1 | 5 | 1.1 | 0 | CCOC(=O)C1=NN(c2ccc(F)cc2)C2=NC(C)=C(C(=O)OC)C(c3cccs3)N12 (stereo unspecified)
-16 | 9 | -4 | 1 | 1.1 | 0 | 6 | 1 | 2 | Cc1cc(=O)[nH]c(SCC(=O)Nc2nnc(CC(C)C)s2)n1
-4 | -10 | 2 | 1 | 1.2 | 0 | 5 | nt | 0 | CCCN1C(=O)CC(C(=O)OC)=C1C
-10 | -30 | 10 | -6 | 1.4 | 6 | 19 | 1 | -11 | CCOC(=O)c1c(-c2cccs2)csc1NC(=O)C(C)(C)C
-11 | -21 | -4 | 2 | 0.9 | 0 | 6 | 1.1 | 15 | O=C1c2ccccc2N2C(=O)c3ccccc3[C@H]2N1c1ccccc1
-3 | 5 | -6 | 7 | 0.9 | -2 | 0 | 1.2 | 2 | CN1CCCN(CC(O)COCc2cccs2)CC1 (stereo unspecified)
3 | 9 | -4 | -4 | 1.3 | 9 | 1 | 1.2 | -20 | Cn1c(SCC(=O)Nc2ccccc2-c2ccccc2)nnc1-c1ccco1
7 | -5 | -4 | 0 | 1.3 | -6 | 3 | 1.1 | -2 | COc1cccc(C(=O)Nc2c3c(nn2-c2cccc(C)c2C)CS(=O)(=O)C3)c1OC
-2 | 11 | -1 | 3 | 1 | 4 | 8 | 1.1 | 1 | CC1=CC(C)(C)Nc2cc(C)c(C)cc21
-2 | -51 | 2 | -2 | 1.3 | 4 | 7 | 1.2 | -14 | CCOC(=O)C1=C(CN2CCCCC2)NC(=O)NC1c1cc(C)ccc1C (stereo unspecified)
-11 | 5 | -10 | -2 | 0.9 | 7 | 1 | 1.5 | -3 | CCC(=O)Nc1nc2ccc(NC(C)=O)cc2s1

Reformatted: results already given
O=C1c2ccccc2N2C(=O)c3ccccc3[C@H]2N1c1ccccc1
  PLK1 kinase inh = -11; S1P2 blocker = -21; S1P2 agonist = -4; EphB4 ephrin blk = 2; PLAP act = 0.9; FAK blocker = 0; Rev-RRE block = 6; MT1-MMP txn act = 1.1; PLK1 PBD inh = 15
CN1CCCN(CC(O)COCc2cccs2)CC1 (stereo unspecified)
  PLK1 kinase inh = -3; S1P2 blocker = 5; S1P2 agonist = -6; EphB4 ephrin blk = 7; PLAP act = 0.9; FAK blocker = -2; Rev-RRE block = 0; MT1-MMP txn act = 1.2; PLK1 PBD inh = 2
Cn1c(SCC(=O)Nc2ccccc2-c2ccccc2)nnc1-c1ccco1
  PLK1 kinase inh = 3; S1P2 blocker = 9; S1P2 agonist = -4; EphB4 ephrin blk = -4; PLAP act = 1.3; FAK blocker = 9; Rev-RRE block = 1; MT1-MMP txn act = 1.2; PLK1 PBD inh = -20
COc1cccc(C(=O)Nc2c3c(nn2-c2cccc(C)c2C)CS(=O)(=O)C3)c1OC
  PLK1 kinase inh = 7; S1P2 blocker = -5; S1P2 agonist = -4; EphB4 ephrin blk = 0; PLAP act = 1.3; FAK blocker = -6; Rev-RRE block = 3; MT1-MMP txn act = 1.1; PLK1 PBD inh = -2

(continued)
PLK1 kinase inh | S1P2 blocker | S1P2 agonist | EphB4 ephrin blk | PLAP act | FAK blocker | Rev-RRE block | MT1-MMP txn act | PLK1 PBD inh | Compound
-2 | -15 | 0 | -1 | 1.2 | 1 | 2 | 1.1 | 25 | CC(Sc1ccc(Cl)cc1)C(=O)NCC1CCCO1 (stereo unspecified)
-7 | -15 | -2 | -5 | 1.1 | -1 | 13 | 1.2 | 3 | O=C1C2C3CCCC3=C3CCCC3C2C(=O)N1c1ccc(Cl)cc1 (stereo unspecified)
-2 | 12 | -7 | 9 | nt | -5 | 3 | 1 | -5 | C=CCNC(=O)c1ccc2nccnc2c1
-3 | -24 | -1 | -5 | 1 | -2 | 0 | 1.2 | 3 | CCOC(=O)N1CCN(S(=O)(=O)c2cc3c(cc2C)NC(=O)CO3)CC1
-2 | 11 | -3 | -5 | 1.1 | 2 | 0 | 1.1 | 4 | CC(=O)c1c(N2CCOCC2)nc(=S)n(Cc2ccccc2)c1C
-7 | 6 | -3 | 1 | 0.9 | -1 | 7 | 1.2 | -26 | COC(=O)c1ccc(OC)c(CSc2nnc(-c3ccc(C(C)(C)C)cc3)o2)c1
-5 | -11 | -5 | 2 | 1.5 | 2 | 4 | nt | 11 | Cc1sc2ncnc(NCC3(N4CCOCC4)CCCCC3)c2c1C
2 | 10 | -2 | 1 | 0.9 | 6 | 7 | 1.1 | 11 | Cc1ccccc1OCc1nnc(SCC(=O)Nc2ccc3c(c2)OCO3)n1C
0 | -10 | -4 | 4 | 0.9 | 2 | 3 | 1.1 | -6 | CCNC(=O)COC(=O)c1cc(=O)[nH]c2ccccc12
-18 | -14 | -9 | 2 | 1.1 | -2 | -1 | 1 | 0 | O=S(=O)(Nc1nc2ccc(S(=O)(=O)N3CCCCC3)cc2s1)c1ccccc1
-9 | 10 | -3 | -7 | 1.7 | -3 | 3 | 1.5 | -4 | O=C(CCc1ccc(S(=O)(=O)N2CCOCC2)cc1)OCc1nc2ccccc2s1
-2 | 8 | -1 | -2 | 1.3 | -2 | -2 | 1 | -13 | COc1ccc(C(CC(=O)NCCCN2CCOCC2)NS(=O)(=O)c2ccc(C)cc2)cc1 (stereo unspecified)
-9 | 9 | -4 | 3 | 1.3 | 2 | 3 | 1.1 | 0 | Cc1nc2ccccn2c1-c1csc(NCc2ccco2)n1
-7 | 23 | -5 | 4 | 1 | -3 | -1 | nt | 31 | COc1cccc2c1OC[C@@H](CO)[C@H]2N(C)C(=O)Nc1ccccc1
3 | 23 | -7 | 0 | 1 | 1 | -2 | 1.1 | 12 | CC(C)(Oc1ccc(Cl)cc1)C(=O)Nc1ccncc1
-10 | 7 | -7 | 1 | 1.1 | 2 | 5 | 1.1 | 22 | Cn1ncc(C#N)c1NC(=O)C1CC(c2c(F)cccc2Cl)=NO1 (stereo unspecified)
-9 | 0 | -5 | 8 | 1.1 | 0 | 7 | 1.1 | -18 | O=S(=O)(CCc1nnc(-c2ccc(Br)cc2)o1)c1ccc(Cl)cc1
-9 | -4 | -3 | -3 | 1 | 2 | 3 | 1.2 | -11 | O=C(NCc1ccccc1Cl)C1CCCN(S(=O)(=O)c2cccc3nsnc23)C1 (stereo unspecified)
0 | 23 | -5 | -5 | 1.2 | -2 | 10 | 1.1 | -19 | CCCCCCC1C(C#N)=C(N)OC2=C1C(=O)CCC2 (stereo unspecified)
-7 | -16 | -2 | 5 | 0.9 | -1 | 10 | 1 | -12 | CCN(CC)C(=O)COc1ccc2oc(C)c(C(=O)OC)c2c1
-14 | 1 | -4 | 4 | 0.8 | 0 | 10 | nt | -15 | CCOC(=O)CSCc1cn2cc(Cl)ccc2n1
-2 | 28 | -7 | -2 | 1.1 | 4 | 10 | 1.3 | 1 | CCOc1ccc(NC(=O)c2cccnc2C(=O)O)cc1
-8 | 15 | -3 | 4 | 1.1 | 9 | 9 | nt | 41 | Cc1ccc(S(=O)(=O)N/N=C/c2ccc(C(=O)O)cc2)cc1
-14 | -24 | 0 | -2 | 0.7 | 3 | -2 | 1 | 20 | COC(=O)C1=C(C)NC(=O)CC1c1cc(Br)ccc1F (stereo unspecified)
8 | 17 | -8 | -5 | 0.9 | -4 | 0 | 0.8 | -14 | O=c1c2ccccc2nnn1CSc1nnc(-c2ccc3c(c2)OCO3)o1
